# Source: PubChem BioAssay
# GAA inh: alpha-glucosidase (human) inhibition | P10253 | Potency, µM (doses to about 76.9 µM), for inactives: at the highest dose activity change, negative = inhibition, actives largely listed as inhibitors | purified human GAA, 4-MU-alpha-glucoside fluorescence | actives 0.005% (n = 200,000);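 further: plate controls were uninhibited enzyme wells for no effect and no-enzyme background for full effect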
#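 Read-out is 4-methylumbelliferone fluorescence (Ex 365/Em 440 nm) after NaOH/glycine stop at pH 10. Enzyme 4 nM, substrate 400 uM, pH 5.0 citrate buffer, 20 min room temperature; AC50 from Hill-equation concentration-response.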
# Tau fluor counter: counter-screen for tau fibril formation inhibitors. Potency, µM (series often up to 57.7 µM), for the others: at the top dose activity change, negative = decrease. tau K18 P301L Alexa594 fluorescence, heparin fibrillization. actives 0.93% (n = 280,000); further: on the % scale 0 is the no-effect control and ±100 the full control effect; nearly all actives have a fitted effect of over 55% in size
#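 Human K18 P301L tau (15 uM unlabeled plus 0.24 uM Alexa 594-labeled, final) in 100 mM sodium acetate pH 7 was mixed with compound and 20 uM heparin and incubated 6 hr at 37 C.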
# GAA glycogen mod: alters human alpha-glucosidase cleavage of glycogen; recombinant GAA, glycogen substrate, Amplex Red glucose oxidase fluorescence; actives 0.38% (n = 300,000); Potency, µM (doses to about 76.4 µM), without a hit: top-dose activity change, negative = inhibition, actives largely listed as inhibitors;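 further: 0% = full enzyme reaction and -100% = no-enzyme basal signal; the screen sought inhibitors and activators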
#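 Natural-substrate format: glycogen cleavage by 4 nM human enzyme, glucose read by Amplex Red coupling (Ex 573, Em 610 nm). Normalized to enzyme and no-enzyme controls.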
# HTT cytoprotect: cytoprotection in Huntington HTT-Q103 PC12 cell model | PC12 HTT-Q103 induced, cytoprotection, ATP luminescence, 40 h | Potency, µM (highest dose often 56.4 µM), without a hit: cytoprotection (ATP increase), most hits filed as activators | actives 0.14% (n = 230,000) | AID 1471;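 further: % of control where 0% means no effect; nearly all actives have a fitted effect of over 45% in size; toxic huntingtin expression switched on by the ecdysone agonist tebufenozide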
#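 PC12 cells stably carrying ecdysone-inducible Htt exon 1 (Q103)–GFP were induced with 100 nM tebufenozide (final) alongside library compounds in a dose series. Cytoprotection was scored as retained ATP by ATPlite luminescence.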
# Tau ThT inhib: tau fibrillization inhibition (ThT binding); P10636; recombinant tau K18 P301L (four-repeat tau fragment), heparin-induced fibrillization, ThT fluorescence; Potency, µM (doses to about 57.4 µM), for inactives: at the top dose activity, negative = inhibition, usual class: inhibitors; actives 2.1% (n = 270,000); further: on the % scale 0 is the no-effect control and ±100 the full control effect; nearly all actives have a fitted effect of over 55% in size
# Target sequence (P10636 561-689 P618L limits assumed): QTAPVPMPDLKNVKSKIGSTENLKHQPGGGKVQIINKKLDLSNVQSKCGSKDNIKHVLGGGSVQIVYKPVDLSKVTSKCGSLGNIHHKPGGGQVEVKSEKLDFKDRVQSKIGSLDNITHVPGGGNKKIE
#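 Recombinant human tau K18 fragment […] carrying P301L, 15 uM unlabeled plus 0.24 uM Alexa 594-labeled, was fibrillized with 20 uM heparin in 100 mM sodium acetate pH 7 for 6 hr at 37 C; 30 uM ThT fluorescence read after 1 hr.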
# GAA spleen mod: lysosomal alpha-glucosidase (human) modulation; P10253; human spleen homogenate, 4-MU-alpha-glucoside fluorescence; Potency, µM (doses to about 79.9 µM), for the others: top-dose activity change, negative = inhibition, most hits filed as inhibitors; actives 0.006% (n = 240,000); AID 2112;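 further: 0% = enzyme with vehicle and -100% = no enzyme basal signal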
#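 Human spleen homogenate (1 ug) with 4-methylumbelliferyl-alpha-D-glucopyranoside (1 mM final) in 50 mM citrate/phosphate pH 5.0, 0.01% Tween-20; 40 min at 37 C. Stopped at pH 10; 4-MU fluorescence Ex 365/Em 440 nm; AC50 by Hill fit.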
# Tau fibril FP: blocks human tau fibril formation measured by polarization; K18 P301L tau heparin fibrillization, Alexa594 FP, 6 h; Potency, µM (highest dose often 57.7 µM), inactives show at the top dose activity, negative = inhibition, hits mostly inhibitors; P10636; actives 0.39% (n = 280,000); further: on the % scale 0 is the no-effect control and ±100 the full control effect; nearly all actives have a fitted effect of over 55% in size
#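 Human K18 P301L fragment (15 uM unlabeled plus 0.24 uM Alexa 594-labeled) in 100 mM sodium acetate pH 7 with compound, aggregation induced by 20 uM heparin for 6 hr at 37 C. ThT (30 uM) added for 1 hr, then Alexa 594 FP read.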
# GLA spleen mod: inhibits or activates alpha-galactosidase in human spleen homogenate. actives 0.008% (n = 240,000). AID 2107. Potency, µM (series often up to 80 µM), for the others: top-dose activity change, negative = inhibition, hits mostly inhibitors. human spleen homogenate, 4MU-alpha-Gal fluorescence, 40 min. P06280;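 further: 0% = enzyme with vehicle and -100% = no enzyme basal signal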
# Target sequence (P06280 32-429 limits assumed): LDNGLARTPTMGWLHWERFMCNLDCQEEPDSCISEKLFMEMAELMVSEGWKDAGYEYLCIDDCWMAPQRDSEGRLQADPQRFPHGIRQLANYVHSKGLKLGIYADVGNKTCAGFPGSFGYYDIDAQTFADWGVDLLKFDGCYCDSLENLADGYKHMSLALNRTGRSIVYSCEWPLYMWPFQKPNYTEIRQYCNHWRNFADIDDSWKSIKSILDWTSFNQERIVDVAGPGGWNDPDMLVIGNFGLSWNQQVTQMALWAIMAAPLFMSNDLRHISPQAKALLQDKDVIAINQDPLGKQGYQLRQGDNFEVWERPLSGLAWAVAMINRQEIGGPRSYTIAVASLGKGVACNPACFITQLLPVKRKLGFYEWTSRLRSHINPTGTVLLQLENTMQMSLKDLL
#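 Spleen homogenate 1 ug + cpd (titration) + 4-MU-alpha-D-galactopyranoside 1 mM; 37C 40 min; 50 mM citrate/phosphate pH 5.0, 0.01% Tween-20; stop pH 10; fluorescence 365/440; AC50 via Hill.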
# * hit, by the source's call; ? = inconclusive; . = no result given; [ ] = remark or other dose. The call rests on the fitted dose curve; in most records, active means well fitted curve in the direction sought with a large enough effect; inconclusive means small, poorly fitted or top-dose-only effect, or another doubt; inactive means no such curve, though single readings can be large; an effect the other way counts as inactive or inconclusive. Potency means the concentration at half of the fitted maximal effect.
SMILES,GAA inh,Tau fluor counter,GAA glycogen mod,HTT cytoprotect,Tau ThT inhib,GAA spleen mod,Tau fibril FP,GLA spleen mod
CCC(C)N(CC(=O)NCc1ccc(OC)cc1)C(=O)c1csnn1 (stereo not drawn),2%,1%,-7%,-5%[10 µM],5%,2%,2%,6%
Cc1ccc(Nc2nc(C)c(NC(=O)c3ccc(C)cc3)c(Nc3ccc(C)cc3)n2)cc1,.,?,-12%[76.3 µM],.,-21%,.,-5%,.
COc1cc2c(=O)n(CCC(=O)NCC3CCCO3)c(=O)n(CC(=O)Nc3ccc(C)c(C)c3)c2cc1OC (stereo not drawn),.,-4%,-2%[76.3 µM],.,5%,.,-3%,.
Cc1ccc(C)c(Cn2c(=O)c3c(nc4n3CCN4c3ccccc3)n(C)c2=O)c1,.,-11%,8%[76.3 µM],.,-16%,.,-3%,.
O=C1N(Cc2cccc(Cl)c2)C[C@@H]2C[C@@H](c3cccn3-c3cccnc3)N3CCC[C@@]123,4%,-5%,2%,15%[10 µM],-11%,1%,-6%,-1%
CCc1ccc2[nH]c(C(=O)Nc3ccc4c(c3)OCO4)cc2c1,.,?,1%,-10%[10 µM],?,-13%,17%,-1%
Cc1ccc2cc(C#N)c(N3CCCC3)nc2c1C,-5%,-8%,4%,-6%[10 µM],?,0%,9%,4%
Cc1ccc(CC2SC(=O)NC2=O)cc1Cl (stereo not drawn),1%,-2%,5%,-14%[10 µM],-7%,0%,0%,1%
Cc1ccc2nc3c(cc(C(=O)NCc4ccco4)c(=N)n3Cc3ccco3)c(=O)n2c1,2%,-2%,-5%,35%[10 µM],?,-10%,6%,-12%
CC(Sc1ccccn1)C(=O)Nc1ccc(S(N)(=O)=O)cc1 (stereo not drawn),2%,0%,5%,22%,-7%,1%,-1%,10%
Cc1cccc(N/C=C/c2onc(C)c2[N+](=O)[O-])c1,-7%,-14%,-5%,25%,?,2%,-6%,4%
CCN(CCO)C(=S)Nc1cc(C(=O)OC)ccc1C(=O)OC,14%,-6%,-3%,.,-8%,10%,0%,?
CC(=O)N1CCC(N(C(=O)Nc2ccc(C)c(C)c2)C2CCCC2)CC1,-6%,-11%,1%,-4%[10 µM],-12%,6%,-9%,5%
COc1ccc(-n2nc(C(=O)NCCc3ccc(Cl)cc3)c3c4ccccc4n(C)c3c2=O)cc1Cl,.,-7%,16%[76.3 µM],.,6%,.,?,.
S=C(NCC1CCCO1)NC12CC3CC(CC(C3)C1)C2 (stereo not drawn),9%,-7%,3%,10%,-1%,5%,8%,-1%
Clc1ccc(CSc2nnc(-c3ccncc3)o2)c(Cl)c1,2%,-10%,-2%,-4%[0.074 µM],-5%,0%,-16%,-11%
CCOc1ccc(C(=O)NC(=S)Nc2ncccc2C)cc1[N+](=O)[O-],?,3%,-17%,-22%[10 µM],11%,-6%,0%,-2%
O=C(CSc1ncccc1C(=O)O)NCCC1=CCCCC1,5%,-4%,3%,-12%,-10%,2%,12%,1%
CC/C(=N\O)c1ccc(O)c(OC)c1,-2%,1%,?,5%,-1%,-3%,-5%,-4%
COc1cc2c(cc1OC)C(COc1ccc3c(C)cc(=O)oc3c1)N(C(=O)c1cc(Cl)ccc1OC)CC2 (stereo not drawn),.,-11%,-8%[76.3 µM],.,-6%,.,3%,.
COc1ccc(-c2cc(C(=O)Nc3c(C)nn(Cc4ccc(Cl)cc4)c3C)no2)cc1,4%,-10%,3%,-11%,-13%,-4%,-4%,2%
CCn1nnnc1SCC(=O)NC1Cc2ccccc2C1,.,13%,6%,18%[10 µM],13%,-1%,-1%,-1%
Cn1c(Oc2ccc(Cl)cc2)nc2c1c(=O)n(Cc1ccc(F)cc1)c(=O)n2C,.,-8%,15%[76.3 µM],.,1%,.,-5%,.
CC(C)N(C(C)C)S(=O)(=O)c1ccc(Cl)nc1,-4%,-4%,2%,-7%,-5%,2%,-3%,2%
CC(C)OCCCNC(=O)c1sc(=S)n(C)c1N,-8%[15.4 µM],-7%,5%,-8%[0.074 µM],-12%,-13%,-6%,-7%
# Following part.
SMILES,GAA inh,Tau fluor counter,GAA glycogen mod,HTT cytoprotect,Tau ThT inhib,GAA spleen mod,Tau fibril FP,GLA spleen mod
Oc1c(N=Nc2ccccn2)ccc2ccccc12,-3%,?,7%,-71%[inhibitor],4.5µM*,-20%,?,10%
O=C(Nn1c(-c2ccccc2)nc2ccccc2c1=O)C1CCC1,0%,-5%,2%,-3%[10 µM],-7%,3%,-6%,-10%
NC(=O)CSc1nnc(Cc2csc(Nc3ccccc3)n2)n1Cc1ccccc1,2%,-4%,?,7%[10 µM],-8%,4%,0%,6%
CCOC(=O)CCc1n[nH]c(=O)[nH]c1=O,-2%,-9%,5%,1%,-13%,-1%,-4%,2%
O=C1NC(=NCc2ccccc2)S/C1=C/c1ccc(O)cc1,13%,-12%,-1%,-27%[10 µM],-11%,0%,-1%,-10%
COc1ccc(Br)cc1CNC(C)c1ccccc1 (stereo not drawn),-1%,-2%,-5%,.,-9%,-3%,3%,-4%
O=C(c1ccc(F)cc1)C(CCCCCC(CN1CCOCC1)C(=O)c1ccc(F)cc1)CN1CCOCC1 (stereo not drawn),-4%,-3%,1%,-35%,?,-14%,3%,-2%
CCCN1CCN(c2nc(-c3cccs3)nc3ccccc23)CC1,-5%,-9%,7%,0%[0.074 µM],-7%,-4%,-8%,-1%
CC(C)C(C(=O)N1CCN(C(=O)OC(C)(C)C)CC1)n1cc(-c2cn([C@@H](C)C(=O)N3CCN(C(=O)OC(C)(C)C)CC3)nn2)nn1 (stereo partly drawn),.,8%,2%,6%[10 µM],7%,5%,2%,1%
O=C(c1cccc(N2C(=O)c3ccccc3C2=O)c1)N1CCCCCC1,-3%,-11%,?,-17%,-11%,4%,-10%,-1%
O=C(CSC1=NCCN1)Nc1cccc([N+](=O)[O-])c1,-1%,-17%,4%,7%,?,4%,?,-2%
COc1ccc(-c2nnn(CC(=O)N(Cc3cccs3)C(C)C(=O)NC3CCCC3)n2)cc1OC (stereo not drawn),-4%,-10%,-13%,-26%,-11%,-4%,2%,1%
CN(C)c1nc(N2CCOCC2)nc(N(c2ccccc2)c2ccccc2)n1,-13%,-6%,2%,-13%,-14%,1%,0%,4%
Cc1ccc(C)n1-c1nnc(N2CCCC(C(=O)NCc3cccc(Cl)c3)C2)s1 (stereo not drawn),.,-19%,-12%[76.3 µM],.,?,.,-16%,.
CC(=O)NC(CCS(C)(=O)=O)C(=O)Nc1cccc(C(C)=O)c1 (stereo not drawn),-2%,-3%,2%,-10%[1.9 µM],-8%,0%,-2%,-1%
Cc1ccccc1NC(=O)N1CCN(c2ncccn2)CC1,-3%,-2%,0%,.,-8%,-5%,4%,8%
CC(C)c1ccc(C2C(C#N)=C(N)N3C(=C2C#N)Sc2ccccc23)cc1 (stereo not drawn),-4%,-6%,6%,4%,-6%,-6%,-1%,3%
COc1ccc(NS(=O)(=O)c2ccc(SC)cc2)cc1,-6%,-6%,3%,5%[10 µM],3%,1%,2%,7%

# Already shown: entries from further up.
SMILES,GAA inh,Tau fluor counter,GAA glycogen mod,HTT cytoprotect,Tau ThT inhib,GAA spleen mod,Tau fibril FP,GLA spleen mod
Oc1c(N=Nc2ccccn2)ccc2ccccc12,-3%,?,7%,-71%[inhibitor],4.5µM*,-20%,?,10%
O=C(Nn1c(-c2ccccc2)nc2ccccc2c1=O)C1CCC1,0%,-5%,2%,-3%[10 µM],-7%,3%,-6%,-10%

# Part of the list above in order of molar mass, rising:
SMILES,GAA inh,Tau fluor counter,GAA glycogen mod,HTT cytoprotect,Tau ThT inhib,GAA spleen mod,Tau fibril FP,GLA spleen mod
CCOC(=O)CCc1n[nH]c(=O)[nH]c1=O,-2%,-9%,5%,1%,-13%,-1%,-4%,2%
Oc1c(N=Nc2ccccn2)ccc2ccccc12,-3%,?,7%,-71%[inhibitor],4.5µM*,-20%,?,10%
O=C(CSC1=NCCN1)Nc1cccc([N+](=O)[O-])c1,-1%,-17%,4%,7%,?,4%,?,-2%
COc1ccc(NS(=O)(=O)c2ccc(SC)cc2)cc1,-6%,-6%,3%,5%[10 µM],3%,1%,2%,7%
O=C1NC(=NCc2ccccc2)S/C1=C/c1ccc(O)cc1,13%,-12%,-1%,-27%[10 µM],-11%,0%,-1%,-10%
O=C(Nn1c(-c2ccccc2)nc2ccccc2c1=O)C1CCC1,0%,-5%,2%,-3%[10 µM],-7%,3%,-6%,-10%
COc1ccc(Br)cc1CNC(C)c1ccccc1 (stereo not drawn),-1%,-2%,-5%,.,-9%,-3%,3%,-4%
CCCN1CCN(c2nc(-c3cccs3)nc3ccccc23)CC1,-5%,-9%,7%,0%[0.074 µM],-7%,-4%,-8%,-1%
CC(=O)NC(CCS(C)(=O)=O)C(=O)Nc1cccc(C(C)=O)c1 (stereo not drawn),-2%,-3%,2%,-10%[1.9 µM],-8%,0%,-2%,-1%
O=C(c1cccc(N2C(=O)c3ccccc3C2=O)c1)N1CCCCCC1,-3%,-11%,?,-17%,-11%,4%,-10%,-1%
CN(C)c1nc(N2CCOCC2)nc(N(c2ccccc2)c2ccccc2)n1,-13%,-6%,2%,-13%,-14%,1%,0%,4%
Cc1ccc(C)n1-c1nnc(N2CCCC(C(=O)NCc3cccc(Cl)c3)C2)s1 (stereo not drawn),.,-19%,-12%[76.3 µM],.,?,.,-16%,.
NC(=O)CSc1nnc(Cc2csc(Nc3ccccc3)n2)n1Cc1ccccc1,2%,-4%,?,7%[10 µM],-8%,4%,0%,6%
COc1ccc(-c2nnn(CC(=O)N(Cc3cccs3)C(C)C(=O)NC3CCCC3)n2)cc1OC (stereo not drawn),-4%,-10%,-13%,-26%,-11%,-4%,2%,1%
O=C(c1ccc(F)cc1)C(CCCCCC(CN1CCOCC1)C(=O)c1ccc(F)cc1)CN1CCOCC1 (stereo not drawn),-4%,-3%,1%,-35%,?,-14%,3%,-2%
